Screens deposited in PubChem BioAssay by several laboratories.
MsrA act: activates bovine MsrA enzyme; purified bovine MsrA, absorbance read-out; AID 602163; hit rate 0.3% among 360,000; activation, % at 10.6 µM; in the data active = activation above about 7.5%;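 also: 0% = vehicle and 100% = reference activator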
CendR NRP1 mod: modulators of CendR peptide binding to human neuropilin-1; O14786; FAM-RPARPAR peptide binding to NRP-1, fluorescence polarization; inhibition, % at 25 µM; hit rate 0.85% among 360,000; AID 602438;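 active = inhibition or corrected inhibition above about 18%, plus a signal ratio from 0.5 to 1.5, limit read from the data, passing the limit was not always enough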; also: strong numbers were not always called active
Rin1 Abl inh: inhibitors of human Rin1-Abl protein interaction; TR-FRET Rin1/Abl binding, biochemical; hit rate 0.4% among 360,000; AID 588664; inhibition, % at 7.35 µM; in the data active = inhibition above about 5%, passing the limit was not always enough
Target sequence (P00519 whole entry, looked up): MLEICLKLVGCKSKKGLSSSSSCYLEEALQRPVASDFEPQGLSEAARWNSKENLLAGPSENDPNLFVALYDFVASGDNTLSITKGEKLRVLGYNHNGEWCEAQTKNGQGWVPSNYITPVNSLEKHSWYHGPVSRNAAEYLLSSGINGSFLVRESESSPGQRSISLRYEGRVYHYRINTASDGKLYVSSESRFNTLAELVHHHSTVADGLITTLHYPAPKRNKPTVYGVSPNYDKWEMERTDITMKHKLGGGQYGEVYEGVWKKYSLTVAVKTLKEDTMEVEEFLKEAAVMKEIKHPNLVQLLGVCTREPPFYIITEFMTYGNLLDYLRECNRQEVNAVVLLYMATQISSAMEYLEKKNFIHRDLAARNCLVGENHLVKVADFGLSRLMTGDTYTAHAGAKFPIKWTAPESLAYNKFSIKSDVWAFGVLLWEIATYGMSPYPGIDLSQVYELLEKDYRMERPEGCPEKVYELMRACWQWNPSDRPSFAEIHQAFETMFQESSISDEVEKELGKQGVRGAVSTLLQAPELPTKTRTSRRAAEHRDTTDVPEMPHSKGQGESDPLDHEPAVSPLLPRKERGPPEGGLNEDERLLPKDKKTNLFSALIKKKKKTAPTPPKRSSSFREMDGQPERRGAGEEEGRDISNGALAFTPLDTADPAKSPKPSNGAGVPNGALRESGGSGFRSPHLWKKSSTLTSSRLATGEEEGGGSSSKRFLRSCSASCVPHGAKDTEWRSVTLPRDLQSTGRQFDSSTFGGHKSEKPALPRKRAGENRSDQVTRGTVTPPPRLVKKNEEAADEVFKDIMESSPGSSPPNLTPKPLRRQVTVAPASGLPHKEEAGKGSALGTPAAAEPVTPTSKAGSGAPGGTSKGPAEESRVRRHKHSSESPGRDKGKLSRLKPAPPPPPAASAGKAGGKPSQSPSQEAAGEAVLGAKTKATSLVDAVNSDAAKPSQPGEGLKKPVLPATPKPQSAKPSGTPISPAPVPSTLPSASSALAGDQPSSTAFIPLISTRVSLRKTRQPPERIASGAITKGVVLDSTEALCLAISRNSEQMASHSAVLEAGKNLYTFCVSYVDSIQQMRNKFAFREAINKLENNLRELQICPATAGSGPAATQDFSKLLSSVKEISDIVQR
Target sequence (Q13671 whole entry, looked up): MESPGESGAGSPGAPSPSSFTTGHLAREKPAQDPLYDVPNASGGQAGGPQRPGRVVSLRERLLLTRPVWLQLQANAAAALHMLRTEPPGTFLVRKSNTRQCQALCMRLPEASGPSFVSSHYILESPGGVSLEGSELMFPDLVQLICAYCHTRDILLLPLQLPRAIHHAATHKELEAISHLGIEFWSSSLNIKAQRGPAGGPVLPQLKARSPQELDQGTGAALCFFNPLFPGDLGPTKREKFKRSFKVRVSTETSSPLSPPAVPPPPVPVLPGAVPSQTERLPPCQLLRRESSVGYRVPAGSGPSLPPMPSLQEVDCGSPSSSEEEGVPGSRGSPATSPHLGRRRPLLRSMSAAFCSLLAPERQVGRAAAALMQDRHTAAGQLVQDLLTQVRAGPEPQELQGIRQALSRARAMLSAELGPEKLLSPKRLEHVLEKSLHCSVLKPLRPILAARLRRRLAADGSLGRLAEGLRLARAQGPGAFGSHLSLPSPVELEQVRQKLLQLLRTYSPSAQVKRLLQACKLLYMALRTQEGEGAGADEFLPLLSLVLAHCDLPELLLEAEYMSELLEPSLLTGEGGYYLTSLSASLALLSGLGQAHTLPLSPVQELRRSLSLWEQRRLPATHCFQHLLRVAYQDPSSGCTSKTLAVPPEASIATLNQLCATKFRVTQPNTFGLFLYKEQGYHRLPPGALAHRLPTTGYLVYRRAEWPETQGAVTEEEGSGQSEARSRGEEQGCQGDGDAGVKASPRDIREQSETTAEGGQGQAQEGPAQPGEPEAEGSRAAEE
SKN-1 inh: inhibitors of C. elegans SKN-1; C. elegans VP596 Pgst-4::GFP/RFP ratio, acrylamide-induced, 24 h; hit rate 0.49% among 360,000; AID 624304; inhibition, % at 21.8 µM;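 active = interference check ratio from 0.5 to 1.5 plus GFP to RFP signal ratio inhibition reaching or exceeding a fixed threshold, cut at about 30% in these data, passing the limit was not always enough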; also: some compounds called inactive have numbers as strong as hits
MLLE-PAM2 inh: inhibitors of microRNA-mediated deadenylation, human PABP1 MLLE binding. inhibition, % at 20 µM. GST-MLLE / FITC-PAM2 fluorescence polarization. P11940. hit rate 0.36% among 360,000; in the data active = inhibition above about 35%, passing the limit was not always enough;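 also: plate controls were DMSO wells with GST-MLLE for no effect and wells lacking GST-MLLE protein for full effect; some results filed as inactive read as strong as hits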
FAS TE block: inhibitors of human fatty acid synthase thioesterase domain. AID 602261. inhibition, % at 15 µM. P49327. recombinant FAS-TE, OMFH fluorogenic substrate, fluorescence endpoint. hit rate 0.67% among 360,000;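 active = compounds whose normalised, plate-corrected inhibition of enzyme fluorescence in the single-dose primary screen is 50% or more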;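 also: 0% = DMSO with enzyme and 100% = substrate without enzyme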
Neddylation inh: inhibitors of human cullin neddylation; P61081+Q13564; TR-FRET cullin neddylation, biochemical; calls only at 25 µM; hit rate 0.58% among 360,000; in the data active = inhibition above about 36%
MT1-MMP act inh: blocks activation of human MT1-MMP | P50281 | HT1080 RFP-PRO-GFP cells, GFP/RFP ratio fluorescence, overnight; percent of plate control window, DMSO zero | GFP/RFP ratio change, % at 20 µM | hit rate 0.061% among 360,000 | AID 651647;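 active = GFP/RFP ratio change of at least 30% with cell ATP level not reduced by more than half and red fluorescence within 50% of control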; also: strong numbers were not always called active
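Assay system: HT1080 cells carrying an RFP-PRO-GFP reporter | Dosing: Single dose of 20 µM compound, 1% DMSO final | Incubation: Cells overnight before dosing, compound overnight, 37 °C, 5% CO2 | Evaluation: GFP/RFP fluorescence ratio | Control set: DMSO and RFP-L50D-GFP cell wells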
E coli Lon inh: inhibits E. coli Lon protease; hit rate 0.42% among 360,000; inhibition, % at 7.94 µM; P0A9M0; purified E. coli Lon protease, fluorescence polarization; in the data active = inhibition above about 13%, passing the limit was not always enough;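 also: 0% = enzyme with probe and DMSO and 100% = no enzyme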
Starred values were filed as active, the others as inactive.

What do the screens show for `O=C(Nc1ccccc1F)Oc1cccc(OC(=O)Nc2ccccc2F)c1`?
MsrA act: 2; CendR NRP1 mod: -6; Rin1 Abl inh: -1; SKN-1 inh: 19; MLLE-PAM2 inh: -2; FAS TE block: -6; Neddylation inh: inactive; MT1-MMP act inh: 1; E coli Lon inh: 8

What do the screens show for `CCCCC(C(=O)NC(C)c1ccccc1)C(=O)NC(C)c1ccccc1` (centres undefined)?
MsrA act: -2; CendR NRP1 mod: 12; Rin1 Abl inh: -1; SKN-1 inh: -6; MLLE-PAM2 inh: 8; FAS TE block: 12; Neddylation inh: inactive; MT1-MMP act inh: 2; E coli Lon inh: 8

How did Cc1ccc(C(=O)NCCCNC(=O)c2ccc(C)nc2)cc1 do in these assays?
MsrA act: 0; CendR NRP1 mod: 3; Rin1 Abl inh: 2; SKN-1 inh: 6; MLLE-PAM2 inh: 2; FAS TE block: -4; Neddylation inh: inactive; MT1-MMP act inh: 0; E coli Lon inh: 0

How did Cc1ccc(N2C(=O)CC(Sc3ccccc3C(=O)O)C2=O)c([N+](=O)[O-])c1 (centres undefined) do in these assays?
MsrA act: -6; CendR NRP1 mod: -3; Rin1 Abl inh: 4; SKN-1 inh: 3; MLLE-PAM2 inh: 38*; FAS TE block: 1; Neddylation inh: inactive; MT1-MMP act inh: -1; E coli Lon inh: -7

How did CCOC(=O)c1nnn(-c2nonc2N)c1CN(C)C1CCCCC1 do in these assays?
MsrA act: -4; CendR NRP1 mod: -9; Rin1 Abl inh: -2; SKN-1 inh: 20; MLLE-PAM2 inh: 1; FAS TE block: -1; Neddylation inh: inactive; MT1-MMP act inh: 2; E coli Lon inh: -3

How did CCc1nnc(NS(=O)(=O)c2ccc(NCc3cc(Cl)cc(Cl)c3O)cc2)s1 do in these assays?
MsrA act: 2; CendR NRP1 mod: -21; Rin1 Abl inh: 0; SKN-1 inh: 17; MLLE-PAM2 inh: -2; FAS TE block: -5; Neddylation inh: inactive; MT1-MMP act inh: 0; E coli Lon inh: 2

Results for Clc1ccc2nc(N3CCN(c4ccccc4)CC3)sc2c1 ?
MsrA act: -1; CendR NRP1 mod: 5; Rin1 Abl inh: 2; SKN-1 inh: 1; MLLE-PAM2 inh: -6; FAS TE block: -1; Neddylation inh: inactive; MT1-MMP act inh: 2; E coli Lon inh: -6

What do the screens show for `Oc1ccc(N2CCN(C(c3cccnc3)c3nnnn3Cc3ccccc3)CC2)cc1` (centres undefined)?
MsrA act: -1; CendR NRP1 mod: 4; Rin1 Abl inh: -1; SKN-1 inh: 0; MLLE-PAM2 inh: 13; FAS TE block: -7; Neddylation inh: inactive; MT1-MMP act inh: 11; E coli Lon inh: -6

How did Cc1cc(C)c(NC(=O)COC(=O)/C=C/c2cccc(C(F)(F)F)c2)c(C)c1 do in these assays?
MsrA act: -2; CendR NRP1 mod: 1; Rin1 Abl inh: 0; SKN-1 inh: -1; MLLE-PAM2 inh: -6; FAS TE block: -10; Neddylation inh: inactive; MT1-MMP act inh: 0; E coli Lon inh: -5

How did O=C1c2ccccc2C(c2nnnn2-c2ccc3c(c2)OCCO3)N1Cc1cccnc1 (centres undefined) do in these assays?
MsrA act: 2; CendR NRP1 mod: 6; SKN-1 inh: -17; FAS TE block: -15; Neddylation inh: inactive; MT1-MMP act inh: 0; E coli Lon inh: -10

How did COc1ccc(-c2cc(C)no2)cc1S(=O)(=O)N1CC(=O)Nc2ccccc21 do in these assays?
MsrA act: -5; CendR NRP1 mod: -17; Rin1 Abl inh: 0; SKN-1 inh: -3; MLLE-PAM2 inh: -17; FAS TE block: 2; Neddylation inh: inactive; MT1-MMP act inh: -4; E coli Lon inh: -12

What do the screens show for `CC(=O)N1CC2(NC(=O)c3ccccc3N2)c2ccccc21` (centres undefined)?
MsrA act: -1; CendR NRP1 mod: 2; Rin1 Abl inh: -6; SKN-1 inh: -2; MLLE-PAM2 inh: -1; FAS TE block: -2; MT1-MMP act inh: 2; E coli Lon inh: -3

Results for COc1cccc(-c2nc(CS(=O)(=O)CC(=O)Nc3ccc(F)cc3F)c(C)o2)c1 ?
MsrA act: 0; CendR NRP1 mod: -7; Rin1 Abl inh: 2; SKN-1 inh: 11; MLLE-PAM2 inh: 7; FAS TE block: 4; Neddylation inh: inactive; MT1-MMP act inh: -1; E coli Lon inh: 4

How did COc1ccc(C2OC(=O)CC2C(=O)NC(C)C)cc1 (centres undefined) do in these assays?
MsrA act: -2; CendR NRP1 mod: 2; Rin1 Abl inh: 0; SKN-1 inh: 2; MLLE-PAM2 inh: -5; FAS TE block: -6; Neddylation inh: inactive; MT1-MMP act inh: 2; E coli Lon inh: -1

Results for NS(=O)(=O)c1ccc(CCNc2ccn3nc(-c4ccc(OCCN5CCOCC5)cc4)cc3n2)cc1 ?
MsrA act: -2; CendR NRP1 mod: 0; Rin1 Abl inh: -4; SKN-1 inh: -12; MLLE-PAM2 inh: -9; FAS TE block: -5; MT1-MMP act inh: 3; E coli Lon inh: 2

Results for Cc1onc(-c2ccccc2)c1-c1n[nH]c(=S)n1-c1ccccc1Cl ?
MsrA act: 4; CendR NRP1 mod: -6; Rin1 Abl inh: -2; SKN-1 inh: 15; MLLE-PAM2 inh: -26; FAS TE block: -5; Neddylation inh: inactive; MT1-MMP act inh: 3; E coli Lon inh: 8

What do the screens show for `COc1ccc(/C=N/n2cncn2)cc1Cn1cc([N+](=O)[O-])cn1`?
MsrA act: 0; CendR NRP1 mod: -1; Rin1 Abl inh: 2; SKN-1 inh: -3; MLLE-PAM2 inh: -18; FAS TE block: 13; Neddylation inh: inactive; MT1-MMP act inh: 3; E coli Lon inh: 0

What do the screens show for `CC(=O)c1ccc(OCC(=O)N(C)C2CCS(=O)(=O)C2)cc1` (centres undefined)?
MsrA act: 6; CendR NRP1 mod: 1; Rin1 Abl inh: 0; SKN-1 inh: 3; MLLE-PAM2 inh: -54; FAS TE block: -9; Neddylation inh: inactive; MT1-MMP act inh: -2; E coli Lon inh: 11

Results for COC(=O)c1sc(N)c(C(=O)OC)c1COC(=O)CNS(=O)(=O)c1ccc(C)cc1 ?
MsrA act: -7; CendR NRP1 mod: 6; Rin1 Abl inh: -4; SKN-1 inh: -7; MLLE-PAM2 inh: -8; FAS TE block: 1; Neddylation inh: inactive; MT1-MMP act inh: 2; E coli Lon inh: 13

What do the screens show for `CCCCCC(=O)N1C[C@@H](n2cc(C3CC3)nn2)[C@H](O)C[C@@H]1c1ccc(Cl)cc1`?
MsrA act: -7; CendR NRP1 mod: 1; Rin1 Abl inh: -2; SKN-1 inh: -17; MLLE-PAM2 inh: 8; FAS TE block: 6; Neddylation inh: inactive; MT1-MMP act inh: 11; E coli Lon inh: -9

The list goes on, starting with the last 2 of the part before.
Results for COC(=O)c1sc(N)c(C(=O)OC)c1COC(=O)CNS(=O)(=O)c1ccc(C)cc1 ?
MsrA act: -7; CendR NRP1 mod: 6; Rin1 Abl inh: -4; SKN-1 inh: -7; MLLE-PAM2 inh: -8; FAS TE block: 1; Neddylation inh: inactive; MT1-MMP act inh: 2; E coli Lon inh: 13

What do the screens show for `CCCCCC(=O)N1C[C@@H](n2cc(C3CC3)nn2)[C@H](O)C[C@@H]1c1ccc(Cl)cc1`?
MsrA act: -7; CendR NRP1 mod: 1; Rin1 Abl inh: -2; SKN-1 inh: -17; MLLE-PAM2 inh: 8; FAS TE block: 6; Neddylation inh: inactive; MT1-MMP act inh: 11; E coli Lon inh: -9

Results for O=c1[nH]c(C2CCN(S(=O)(=O)Cc3ccccc3)CC2)nc2c1nnn2Cc1cccc(Cl)c1 ?
MsrA act: -3; CendR NRP1 mod: 8; Rin1 Abl inh: 3; SKN-1 inh: -2; MLLE-PAM2 inh: -5; FAS TE block: 14; Neddylation inh: inactive; MT1-MMP act inh: 4; E coli Lon inh: 2

Results for c1ccc(-c2ccccc2OCCCN2CCOCC2)cc1 ?
MsrA act: -2; CendR NRP1 mod: -5; Rin1 Abl inh: 1; SKN-1 inh: 6; MLLE-PAM2 inh: 2; FAS TE block: -2; Neddylation inh: inactive; MT1-MMP act inh: 1; E coli Lon inh: 2

How did CCCCCC(O)C=CC1C(O)CC(O)C1CC=CCCCC(=O)O (centres undefined) do in these assays?
MsrA act: -3; CendR NRP1 mod: 2; Rin1 Abl inh: 5; SKN-1 inh: -4; MLLE-PAM2 inh: -3; FAS TE block: -7; Neddylation inh: inactive; MT1-MMP act inh: 3; E coli Lon inh: -1

Results for Cc1cccc2sc(NNC(=O)c3cc(-c4cccs4)nc4ccccc34)nc12 ?
MsrA act: -3; CendR NRP1 mod: -2; Rin1 Abl inh: 2; SKN-1 inh: 20; MLLE-PAM2 inh: -44; FAS TE block: 11; Neddylation inh: inactive; MT1-MMP act inh: -7; E coli Lon inh: -8

Results for CCCCCn1nc(C)c(/C=N/NC(=O)c2ccoc2C)c1C ?
MsrA act: -4; CendR NRP1 mod: 4; Rin1 Abl inh: 0; SKN-1 inh: 8; MLLE-PAM2 inh: 0; FAS TE block: -4; Neddylation inh: inactive; MT1-MMP act inh: -1; E coli Lon inh: -7

What do the screens show for `COc1ccc(N2CCN(C(C)C(=O)N3CCCC3)CC2)cc1` (centres undefined)?
MsrA act: -3; CendR NRP1 mod: -17; Rin1 Abl inh: -1; SKN-1 inh: 3; MLLE-PAM2 inh: 12; FAS TE block: -3; Neddylation inh: inactive; MT1-MMP act inh: 4; E coli Lon inh: -5

What do the screens show for `COc1ccc2c(c1)-c1nc(NC(=O)c3cccs3)sc1CC2`?
MsrA act: -6; CendR NRP1 mod: 3; Rin1 Abl inh: 2; SKN-1 inh: -19; MLLE-PAM2 inh: -13; FAS TE block: 21; Neddylation inh: inactive; MT1-MMP act inh: -25; E coli Lon inh: -1

What do the screens show for `CCOC(=O)c1c(NC(=S)N2CCOCC2)sc2c1CCN(C(=O)OCC)C2`?
MsrA act: -1; CendR NRP1 mod: 4; Rin1 Abl inh: -1; SKN-1 inh: 6; MLLE-PAM2 inh: -40; FAS TE block: 14; Neddylation inh: inactive; MT1-MMP act inh: -8; E coli Lon inh: 2

What do the screens show for `COc1cccc(C2=CC(=O)C[C@H](c3ccc4c(c3)OCO4)C2)c1OC`?
MsrA act: -4; CendR NRP1 mod: 16; Rin1 Abl inh: -2; SKN-1 inh: 16; MLLE-PAM2 inh: -1; FAS TE block: 16; Neddylation inh: inactive; MT1-MMP act inh: 1; E coli Lon inh: 0

What do the screens show for `CCn1c(=S)sc2c(=O)n(CC(=O)Nc3cccc(Br)c3)c(C)nc21`?
MsrA act: -6; CendR NRP1 mod: 6; Rin1 Abl inh: 3; SKN-1 inh: 9; MLLE-PAM2 inh: 3; FAS TE block: 43; Neddylation inh: inactive; MT1-MMP act inh: 6; E coli Lon inh: -8

How did Cc1nn(C)c(Cl)c1C(=O)NCC(=O)Nc1ccc(C(C)C)cc1 do in these assays?
MsrA act: -7; CendR NRP1 mod: -1; Rin1 Abl inh: 6; SKN-1 inh: -6; MLLE-PAM2 inh: 0; FAS TE block: 2; Neddylation inh: inactive; MT1-MMP act inh: 5; E coli Lon inh: 0

What do the screens show for `[S-]c1nnc(-c2ccc(Br)cc2)n1-c1ccccc1.[Zn+2]`?
MsrA act: -2; CendR NRP1 mod: -15; Rin1 Abl inh: -4; SKN-1 inh: 14; MLLE-PAM2 inh: -110; FAS TE block: 0; Neddylation inh: inactive; MT1-MMP act inh: 0; E coli Lon inh: -1

What do the screens show for `Cc1ccc(OCC(O)CNCc2ccc(F)cc2)cc1` (centres undefined)?
MsrA act: -3; CendR NRP1 mod: 8; Rin1 Abl inh: 0; SKN-1 inh: -17; MLLE-PAM2 inh: 4; FAS TE block: -2; Neddylation inh: inactive; MT1-MMP act inh: 4; E coli Lon inh: -7

How did N/C(=N/O)C(c1ccccc1)c1ccccc1 do in these assays?
MsrA act: -3; CendR NRP1 mod: 4; Rin1 Abl inh: 0; SKN-1 inh: 3; MLLE-PAM2 inh: 7; FAS TE block: -10; Neddylation inh: inactive; MT1-MMP act inh: 2; E coli Lon inh: -7
